# Source: PubChem BioAssay (several laboratories)
# CCHFV vOTU inh: CCHFV vOTU protease inhibition; Pep-AMC fluorescence; inhibition, % at 11.5 µM; 370,000 compounds, 0.55% hits; in the data active = inhibition above about 30%; note: 0% = vehicle wells with enzyme and 100% = no enzyme wells
# Anthrax LF inh2: inhibitors of Bacillus anthracis lethal factor protease; P15917; multiplex microsphere protease cleavage assay, LF; inhibition, % at 10 µM; 360,000 compounds, 0.12% hits; note: plate controls were buffer without enzyme for full effect and enzyme alone for no effect
# BoNT A protease: BoNT A light chain protease inhibition; multiplex microsphere protease substrate cleavage, flow cytometry; inhibition, % at 10 µM; 360,000 compounds, 0.17% hits; AID 588499; note: plate controls were buffer without enzyme for full effect and enzyme alone for no effect
# FadD28 binding: blocks FadD28 binding to the bisubstrate probe; fluorescence polarization; inhibition, % at 12.5 µM; 360,000 compounds, 0.22% hits; AID 588549; in the data active = inhibition above about 8.5%, passing the limit was not always enough; inconclusive = no clear call, values can overlap the other calls
# Yp Topo-I inh: inhibitors of Yersinia pestis topoisomerase I | AID 504884 | 360,000 compounds, 0.064% hits | Y. pestis Topo-I cleavage product accumulation, plate reader | activity, % at 10 µM; in the data active = activity above about 50%, passing the limit was not always enough; inconclusive = no clear call, values can overlap the other calls; note: inactives centre near 2
# PfHsp40 yeast: rescue of PfHsp40-mediated yeast toxicity; 340,000 compounds, 0.68% hits; growth rescue, % at 12.5 µM; S. cerevisiae expressing PfHsp40, growth rescue, ATP luminescence; AID 504582; in the data active = growth rescue above about 28%, passing the limit was not always enough; inconclusive = no clear call, values can overlap the other calls;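 note: yeast W303a lacking pdr1 and pdr3 grown in galactose medium; growth measured after three days at 30 °C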
# PrPC surface inh: inhibitors of human cell surface prion protein PrPC; P04156; TR-FRET read-out; inhibition, % at 13.8 µM; 370,000 compounds, 0.43% hits; in the data active = inhibition above about 24%; note: 0% = median of the test wells and 100% = reference compound wells
# TcdB inh: TcdB glycohydrolase inhibition; inhibition, % at 9.99 µM; 350,000 compounds, 0.24% hits; TcdB glycohydrolase enzymatic assay, plate reader; AID 652162; in the data active = inhibition above about 10%
# Target sequence (P18177 whole entry, looked up): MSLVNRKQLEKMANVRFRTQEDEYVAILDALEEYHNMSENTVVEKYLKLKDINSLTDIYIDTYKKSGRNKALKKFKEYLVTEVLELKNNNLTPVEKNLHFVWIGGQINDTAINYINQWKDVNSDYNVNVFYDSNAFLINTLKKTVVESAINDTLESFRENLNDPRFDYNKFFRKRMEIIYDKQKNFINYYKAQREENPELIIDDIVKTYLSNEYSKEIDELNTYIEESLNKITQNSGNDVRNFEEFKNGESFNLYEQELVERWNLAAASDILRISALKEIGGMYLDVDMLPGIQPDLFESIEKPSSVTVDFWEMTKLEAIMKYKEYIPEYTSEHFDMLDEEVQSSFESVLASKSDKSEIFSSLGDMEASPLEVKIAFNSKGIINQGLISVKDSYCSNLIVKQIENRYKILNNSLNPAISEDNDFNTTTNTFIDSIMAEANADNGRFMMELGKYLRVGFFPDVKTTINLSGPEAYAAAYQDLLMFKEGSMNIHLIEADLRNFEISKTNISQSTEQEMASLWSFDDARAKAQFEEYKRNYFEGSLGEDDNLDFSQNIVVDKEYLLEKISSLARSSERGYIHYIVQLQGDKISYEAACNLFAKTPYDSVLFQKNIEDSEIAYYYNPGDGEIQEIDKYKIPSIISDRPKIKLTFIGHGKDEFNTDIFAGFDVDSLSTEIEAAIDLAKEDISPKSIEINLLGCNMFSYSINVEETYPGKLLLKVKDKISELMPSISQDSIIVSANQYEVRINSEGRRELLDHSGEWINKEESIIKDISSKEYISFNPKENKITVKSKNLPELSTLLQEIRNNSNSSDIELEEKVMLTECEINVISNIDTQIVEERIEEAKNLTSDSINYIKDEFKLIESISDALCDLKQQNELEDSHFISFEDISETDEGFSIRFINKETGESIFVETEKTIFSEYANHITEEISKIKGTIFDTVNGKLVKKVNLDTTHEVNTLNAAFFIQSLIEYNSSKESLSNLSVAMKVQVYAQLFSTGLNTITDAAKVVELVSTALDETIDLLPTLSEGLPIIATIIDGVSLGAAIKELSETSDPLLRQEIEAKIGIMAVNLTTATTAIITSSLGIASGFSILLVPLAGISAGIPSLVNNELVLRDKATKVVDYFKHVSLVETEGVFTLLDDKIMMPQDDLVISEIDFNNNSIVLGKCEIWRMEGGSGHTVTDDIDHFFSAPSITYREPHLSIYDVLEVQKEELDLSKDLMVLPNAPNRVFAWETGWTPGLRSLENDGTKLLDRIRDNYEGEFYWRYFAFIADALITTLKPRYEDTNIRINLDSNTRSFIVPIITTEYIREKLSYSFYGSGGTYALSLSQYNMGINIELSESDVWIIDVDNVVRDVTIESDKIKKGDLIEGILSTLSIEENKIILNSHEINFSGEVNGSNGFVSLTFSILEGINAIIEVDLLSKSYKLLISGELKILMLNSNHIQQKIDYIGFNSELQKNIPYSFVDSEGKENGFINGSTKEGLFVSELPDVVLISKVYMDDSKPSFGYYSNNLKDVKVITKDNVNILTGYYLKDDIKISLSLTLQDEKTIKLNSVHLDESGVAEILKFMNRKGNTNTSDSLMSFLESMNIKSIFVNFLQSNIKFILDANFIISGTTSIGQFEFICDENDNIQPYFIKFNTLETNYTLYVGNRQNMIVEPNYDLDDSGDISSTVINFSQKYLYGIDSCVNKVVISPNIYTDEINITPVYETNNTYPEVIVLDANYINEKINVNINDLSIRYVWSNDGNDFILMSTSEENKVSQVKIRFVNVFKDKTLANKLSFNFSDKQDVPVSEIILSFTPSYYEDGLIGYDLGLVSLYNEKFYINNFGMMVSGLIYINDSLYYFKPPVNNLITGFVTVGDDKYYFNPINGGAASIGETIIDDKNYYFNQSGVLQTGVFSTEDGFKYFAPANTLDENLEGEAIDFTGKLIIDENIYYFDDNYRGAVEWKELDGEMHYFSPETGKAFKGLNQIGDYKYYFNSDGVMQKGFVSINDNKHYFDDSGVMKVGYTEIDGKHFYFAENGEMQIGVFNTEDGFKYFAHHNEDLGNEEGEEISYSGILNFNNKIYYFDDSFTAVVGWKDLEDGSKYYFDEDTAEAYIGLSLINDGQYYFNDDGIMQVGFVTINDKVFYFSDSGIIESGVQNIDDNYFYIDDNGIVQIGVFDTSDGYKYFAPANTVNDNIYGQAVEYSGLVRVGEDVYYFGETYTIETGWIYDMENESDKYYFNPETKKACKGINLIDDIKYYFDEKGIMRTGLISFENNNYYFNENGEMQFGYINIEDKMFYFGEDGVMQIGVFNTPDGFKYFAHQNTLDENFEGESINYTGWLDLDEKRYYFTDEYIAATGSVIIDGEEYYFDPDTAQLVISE
# BoNT F protease: inhibitors of Botulinum neurotoxin F light chain protease; AID 588497; 360,000 compounds, 0.22% hits; Multiplex microsphere protease cleavage assay, flow cytometry; inhibition, % at 10 µM; in the data active = inhibition above about 35%, passing the limit was not always enough; inconclusive = no clear call, values can overlap the other calls; note: plate controls were buffer without enzyme for full effect and enzyme alone for no effect
# * marks the source's active call; other numbers are inactive results; ? = inconclusive; / = not tested or not shown; & = joins results of further samples. Cut-off read from the data, not from the text of the source, unless noted: active = inhibition above about 30%; inconclusive = no clear call, values can overlap the other calls; inactive = below that. Hits appear at their usual frequency; 2.3% or so of the library scored in one or more.
SMILES,CCHFV vOTU inh,Anthrax LF inh2,BoNT A protease,FadD28 binding,Yp Topo-I inh,PfHsp40 yeast,PrPC surface inh,TcdB inh,BoNT F protease
O=S1(=O)CC(O)C(NCc2ccco2)C1 (configuration not stated),-5,/,/,-0.6,8,0.6,2,/,/
CC(CCl)n1c(=O)c2ccccc2n1C(=O)c1ccccc1 (configuration not stated),-4,-2,-0.1,/,/,/,-4,-3.0,1
C=CC1(C)CN(Cc2ccco2)S(=O)(=O)c2c(F)cccc2O1 (configuration not stated),10,-5,0.1,-6.6,6,0.7,-10,1.6,4
Cn1c(=O)c(-c2ccccc2[N+](=O)[O-])c(Cl)c2ccccc21,-2,18,4.2,-7.0,4,-0.2,2,-0.8,-10
COc1ccc(CNCc2ccc3c(c2)OCO3)c(OC)c1OC,2,1,-4.3,-4.1,2,13,3,0.5,-43
CCN1C(=O)c2cccc3c(NC(=O)C4CCCCC4)ccc1c23,2,-2,-0.8,0.2,0,-0.6,-27,1.2,-11
CCNc1ccc(S(=O)(=O)N(C)C)cc1NCC(=O)Nc1ccc(Br)cc1F,2,0,1.1,0.1,-4,0.8,15,-0.8,-1
O=C1OCCC1Sc1nnc(-c2ccccc2Br)n1Cc1ccccc1 (configuration not stated),7,7,1.6,-3.0,15,-1.4,-5,1.6,21
CC(=O)Nc1ccc(-c2ccnc3c2CC(C(=O)NCc2cccc(Cl)c2)O3)cc1 (configuration not stated),14,-4,-0.1,-4.0,12,/,10,-4.8,-6
COc1ccc(Nc2oc(COc3ccccc3OC)nc2C#N)cc1,25,0,0.3,0.5,-5,0.9,4,2.3,6

# Three compounds drawn at random from those above, as already listed:
SMILES,CCHFV vOTU inh,Anthrax LF inh2,BoNT A protease,FadD28 binding,Yp Topo-I inh,PfHsp40 yeast,PrPC surface inh,TcdB inh,BoNT F protease
CC(CCl)n1c(=O)c2ccccc2n1C(=O)c1ccccc1 (configuration not stated),-4,-2,-0.1,/,/,/,-4,-3.0,1
CCN1C(=O)c2cccc3c(NC(=O)C4CCCCC4)ccc1c23,2,-2,-0.8,0.2,0,-0.6,-27,1.2,-11
Cn1c(=O)c(-c2ccccc2[N+](=O)[O-])c(Cl)c2ccccc21,-2,18,4.2,-7.0,4,-0.2,2,-0.8,-10

# Other structures:
SMILES,CCHFV vOTU inh,Anthrax LF inh2,BoNT A protease,FadD28 binding,Yp Topo-I inh,PfHsp40 yeast,PrPC surface inh,TcdB inh,BoNT F protease
COc1cc2c(cc1OC)C(COc1ccc([N+](=O)[O-])cc1)NCC2 (configuration not stated),-28,3,3.4,-3.5,1,-0.3,-8,0.8,5
CCCNc1nc(-c2ccccc2)c(C(=O)OCC)cc1C#N,8,0,1.2,0.0,2,-0.5,21,/,18
COC(=O)c1ccc(S(=O)(=O)N(CCO)Cc2ccccc2)n1C,-15,-2,-0.5,0.8,-11,-1.3,-2,0.9,7
O=C(N/N=C/c1c[nH]c2ccc(Br)cc12)C1CC1,-6,-1,-0.4,-0.8,-5,1.6,10,1.5,-9
COc1ccc(N(CC(=O)NCc2ccc(F)cc2)C(=O)CCC(=O)Nc2nccs2)cc1,4,-1,0.2,1.9,-13,-0.4,5,-6.1,-5
CCCc1nc2ccccc2c(=O)n1/N=C/c1c(C)[nH]n(-c2ccc(C)cc2)c1=O,2,-1,-0.3,0.4,-1,-0.6,3,/,-8
CCOC(=O)CNC(=O)N1CCCC(C(=O)c2ccc3c(c2)OCO3)C1 (configuration not stated),-10,0,-0.1,-2.8,-2,0.3,1,-1.7,3
COc1cccc(NC(=O)CN(C)CC(=O)Nc2ccc(C)c([N+](=O)[O-])c2)c1,-13,-2,2.3,1.8,22,1.8,-3,0.2,?
CC(=O)N/C(=C\c1ccccc1)C(=O)OCC(=O)N(C)C1CCCCC1,-3,1,-0.6,-1.1,-5,-0.9,4,/,2
CCn1nc(NS(=O)(=O)c2ccc([N+](=O)[O-])cc2)c2cc3ccccc3nc21,8,1,0.1,2.5,0,-1.6,-9,1.7,-2
C#CCNC(=O)C1=C[C@@H](c2ccccc2)[C@H](CCCO)[C@@H](OCC)O1,9,6,-0.2,-2.1,4,-0.3,16,-0.7&0.7,-2
O=C1N[C@H](Cc2ccccc2)COC(=O)[C@H](Cc2ccc(F)cc2)CC/C=C/C[C@@H]1CC(=O)N(CCO)Cc1ccccc1,24,-6,0.0,-5.3,-4,3.6,8,-1.0,0
COc1ccc(CCNC(=O)c2ccc(=O)[nH]n2)cc1OC,4,5,0.5,-1.3,-2,1.0,3,/,3
CC1(C)CC(=O)c2cc3c(N)c(C(=O)NCc4ccccc4)sc3nc2C1,1,-3,1.3,-3.0,-7,0.3,-5,/,13
COC(=O)c1ccccc1N1C(=O)[C@@H]2C(c3ccc(Br)cc3)=NO[C@@H]2C1=O,16,0,-0.2,-3.1,1,-0.6,2,/,-10
CCOC(=O)CCC(NC(=O)c1ccc(NCN2C(=O)CCC2=O)cc1)C(=O)OCC (configuration not stated),-6,-7,0.7,-2.1,-7,-1.4,3,/,-6
Cc1ccc(NC(=O)c2ccc(-c3nn(C)c(=O)c4ccccc34)cc2)c(C)c1,1,-3,2.6,1.0,21,6.0,-5,/,4
CC(C)(C)c1ccc(C(=O)N/C(=C/c2cccs2)C(=O)NCc2ccco2)cc1,-4,-2,0.8,1.6,-5,0.5,4,/,22
COCCOc1cc(Nc2nnc(C(F)(F)F)s2)c(Cl)cc1Cl,13,2,-1.0,-1.2,2,0.1,9,/,-11
Cc1ccccc1-n1ncc2c1CC(C)(C)CC2NC(=O)c1ccncc1 (configuration not stated),2,0,-0.6,-1.6,-2,0.7,0,-0.3,4

# Only CCHFV vOTU inh, Anthrax LF inh2 and BoNT A protease, for some of the entries so far:
structure	CCHFV vOTU inh	Anthrax LF inh2	BoNT A protease
C#CCNC(=O)C1=C[C@@H](c2ccccc2)[C@H](CCCO)[C@@H](OCC)O1	9	6	-0.2
O=C1N[C@H](Cc2ccccc2)COC(=O)[C@H](Cc2ccc(F)cc2)CC/C=C/C[C@@H]1CC(=O)N(CCO)Cc1ccccc1	24	-6	0.0
COc1ccc(CCNC(=O)c2ccc(=O)[nH]n2)cc1OC	4	5	0.5
CC1(C)CC(=O)c2cc3c(N)c(C(=O)NCc4ccccc4)sc3nc2C1	1	-3	1.3

# Further compounds follow:
SMILES,CCHFV vOTU inh,Anthrax LF inh2,BoNT A protease,FadD28 binding,Yp Topo-I inh,PfHsp40 yeast,PrPC surface inh,TcdB inh,BoNT F protease
CCCn1c(SCC(=O)Nc2cc(S(=O)(=O)N3CCCCC3)ccc2C)n[nH]c1=O,2,-2,2.0,-2.4,-7,0.4,9,-1.4,2
O=C(Oc1cccc2c(OC(=O)N3CCCC3)cccc12)N1CCCC1,-1,-7,-0.1,-1.4,-4,1.0,-2,/,3
CC(C)C[C@H](NC(=O)c1nc[nH]c1C(=O)N1CCNCC1)C(=O)OCc1ccccc1,-8,3,0.0,-1.8,-15,-0.4,9,0.7,-6
COC(=O)N/N=C/c1cc(C)n(-c2ccc(Br)cc2)c1C,3,31*,-2.3,-4.4,6,2.4,-2,0.3,?
CCC(=O)c1ccc(OCC(=O)NCc2ccccc2CN2CCCC2)cc1,-11,4,-0.4,-1.9,-1,-0.8,0,0.3,-7
COC(=O)CSc1cc(C(F)(F)F)nc(-c2ccccn2)n1,-3,8,-0.2,-2.6,2,-0.7,-3,/,4
CCOC(=O)C1=C(O)CCn2c1nc1ccccc12,/,-7,9.1,-0.4,-1,-0.4,/,0.2,11
O=C(c1cc(COc2ccc3ncccc3c2)on1)N1CCC(O)CC1,-10,-9,-1.6,-0.3,11,-0.3,9,-0.5,-3
CCC(=O)c1cn(CC(=O)Nc2ccccc2)c2ccccc12,-7,/,/,-0.4,3,1.5,-1,1.8,/
Cc1ccc(-c2csc(NC(=O)c3ccc([N+](=O)[O-])o3)n2)cc1,9,2,2.4,0.0,-7,-1.4,-2,-1.7,-1
CN(Cc1nccn1C)C(=O)c1ccc2nc(Cc3ccccc3F)oc2c1,11,-2,0.9,-0.2,-3,0.6,-8,1.9,2
O=C(NCc1ccccc1)Nc1cccn(Cc2ccc(Cl)cc2)c1=O,4,-9,1.1,0.8,1,-1.1,0,1.6,2
COc1ccc2c(c1)C(O)C(CO)C(C(=O)O)C2 (configuration not stated),14,-5,-0.4,-0.4,4,-2.2,-2,0.9,-10
O=Cc1c(C(=O)O)n(Cc2ccccc2Cl)c2ccccc12,20,2,-0.7,-0.4,1,-1.2,-1,-0.2,1
CN1CCN(NC(=O)/C=C/c2ccc(Br)cc2)CC1,16,-1,0.0,-1.1,1,-1.4,-7,1.0,-4
Cn1nc(C(=O)NNC(=O)c2cccc(Cl)c2)ccc1=O,4,-2,-1.0,-3.9,-13,-0.3,-6,-0.2,-4
O=C(CN1CCCCC1)Nc1ccc(C(F)(F)F)cc1Cl,-12,0,-0.8,-1.2,4,-1.4,-3,0.9,-7
Cc1cccc(NC(=O)CN2C(=O)CCS(=O)(=O)c3ccccc32)c1C,1,0,-1.7,0.1,-5,0.9,9,-2.6,-5
CN1/C(=C\C(=O)Nc2ccc(Cl)cc2)C(C)(C)c2ccccc21,1,?,?,-3.8,-26,0.1,2,0.1,?
COc1ccc(S(=O)(=O)n2c([N+](=O)[O-])cnc2C)c(C)c1C,-10,-20,-0.6,-3.8,-19,-0.7,2,0.2,-2
CCn1c(SCc2cccc(C)c2)nnc1-c1ccccc1,-12,-1,?,-3.3,10,1.1,7,/,-2
O=S(=O)(NCc1ccccc1)c1ccc(Br)c2nsnc12,15,-1,1.2,-0.5,-2,-0.4,-24,0.6,-8
CCn1cc(C(=O)NCCc2ccccc2)c(=O)c2cc(S(=O)(=O)N3CCCC3)ccc21,1,8,-0.3,1.4,3,3.2,2,0.2,4
CCOC(=O)C1=C(O)C(Nc2nc3ccccc3s2)(C(F)(F)F)N=C1C (configuration not stated),0,-1,1.7,1.4,10,0.6,0,/,3
CCc1ccc(Nc2nnc(SCC(=O)N(C)C3CCS(=O)(=O)C3)s2)cc1 (configuration not stated),-4,0,0.2,-4.4,11,0.7,2,0.2,-1
Cc1nc2ccc(NS(=O)(=O)c3ccccc3Cl)cc2s1,0,3,1.0,-0.1,-4,0.7,-2,0.9,6
S=C(Nc1ccccn1)c1ccccn1,3,0,0.8,-3.7,-5,-0.6,-4,/,-1
CNC(=O)C(=O)NCCc1ccc(Cl)cc1,1,-2,-0.8,-2.6,-2,-0.4,1,/,-12
COc1ccc(S(=O)(=O)N(C)C)cc1NC(C)C(=O)Nc1cccc(C#N)c1 (configuration not stated),-1,-3,1.0,-0.7,4,0.6,-1,-1.5,-4
COc1ccc(-c2ccnc3nc(N4CCOCC4)nn23)cc1,-115,1,2.9,-2.2,-4,-0.1,-10,/,5
O=C(NNC(=O)c1ccccc1OCc1ccc(F)cc1)c1ccccc1O,10,0,-0.4,-4.5,4,43*,-3,1.8,-4
COc1cccc(N2CCN(C(=O)c3ccc(N4C(=O)NC5CC4(C)Oc4ccccc45)cc3)CC2)c1 (configuration not stated),5,0,1.7,0.3,24,-0.8,0,/,-1
O=c1[nH]c(O)c(N=Nc2ccc3c(c2)OCCO3)c(=O)[nH]1,-6,-1,-0.4,-2.5,3,-0.9,-1,1.1,-3
